Rev-erbA mod: modulators of Rev-erb alpha DNA binding, primary screen, biochemical, FITC-DNA, fluorescence polarization, uHTS; Rev-erbα–FITC-DNA binding, 90 min; activity, % at 10 µM; hit rate 0.79% among 370,000;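 active = activity above about 14%, limit read from the data; passing the limit was not always enough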;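 also: 0% = DMSO wells with 35 nM protein and 100% = DMSO wells with 750 nM protein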
ADAM17 inh: ADAM17 inhibitors, primary screen, biochemical, QFRET; Disintegrin and metalloproteinase domain-containing protein 17 (Homo sapiens), P78536; recombinant ADAM17, EDANS/DABCYL FRET peptide cleavage; inhibition, % at 6.95 µM; hit rate 0.83% among 370,000;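 active = inhibition above the mean of compounds lying between control limits plus 3 SD, set per campaign, cut at about 8.5% in these data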;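 also: 0% = DMSO-only wells as the low control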
DAX1 inh-1: DAX1 (NR0B1) inhibitors on StAR promoter, primary screen, cell-based, luminescence, SF-1 (NR5A1), full-length DAX-1; AID 652010, 2013; inhibition, % at 6.8 µM; hit rate 1.1% among 370,000; HEK293T StAR-luciferase reporter, SF-1/DAX-1 repression relief;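 active = inhibition above the mean over all tested compounds plus 3 SD, cut at about 3.6% in these data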;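 also: 0% = DAX-1 cells with DMSO and 100% = cells lacking DAX-1 with DMSO; higher inhibition means more luminescence from relief of DAX-1 repression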
PLCg1 inh: PLC-gamma1 enzyme inhibitors, primary screen, biochemical, fluorescence, purified enzyme. inhibition, % at 12.2 µM. fluorogenic substrate. hit rate 0.84% among 370,000. AID 720700, 2013; in the data active = inhibition above about 9.5%
PLC-beta3 inh: human PLC-beta3 inhibitors, primary screen, biochemical, fluorescence | 1-phosphatidylinositol 4,5-bisphosphate phosphodiesterase beta-3 (Homo sapiens), Q01970 | Purified PLC-beta3, fluorogenic substrate | inhibition, % at 12.2 µM | hit rate 0.18% among 370,000; in the data active = inhibition above about 11%;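 also: 0% = median of compound wells on plate and 100% = full blocker control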
SMARCA2 activ: SMARCA2 (BRM) function activators, primary screen, cell-based, luminescence, high throughput; MG213 cells, MMTV-luciferase reporter, dexamethasone, overnight; hit rate 1% among 370,000; activation, % at 9.1 µM; in the data active = activation above about 7.8%;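 also: 0% = vehicle wells and 100% = reference activator wells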
DAX1 inh-2: DAX1 (NR0B1) inhibitors, primary screen, cell-based, HEK293, Gal4-DAX1, luciferase luminescence; Nuclear receptor subfamily 0 group B member 1 (Homo sapiens), P51843; HEK293 Gal4-DAX1 luciferase reporter; inhibition, % at 6.75 µM; hit rate 0.99% among 340,000; AID 504766, 2011;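 active = inhibition above the mean over all tested compounds plus 3 SD, cut at about 4.2% in these data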;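 also: 0% = DAX1-transfected cells with DMSO and 100% = empty-vector control cells with DMSO; inhibition shows as a rise in luminescence from relieved DAX1 repression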
Target sequence (P51843 207-470 limits assumed): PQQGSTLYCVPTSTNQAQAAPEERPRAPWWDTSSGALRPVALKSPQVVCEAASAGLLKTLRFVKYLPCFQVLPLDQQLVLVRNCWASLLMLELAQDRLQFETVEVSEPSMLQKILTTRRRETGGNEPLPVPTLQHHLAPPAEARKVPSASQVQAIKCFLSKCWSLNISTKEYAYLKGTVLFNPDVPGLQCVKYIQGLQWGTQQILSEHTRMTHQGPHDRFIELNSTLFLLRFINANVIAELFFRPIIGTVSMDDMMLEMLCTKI
hgDAF12 agonist: H. glycines DAF-12 receptor agonists, primary screen, cell-based, luminescence, HEK293, GAL4 fusion, UAS-luciferase; hit rate 1.8% among 370,000; HEK293 GAL4-hgDAF12 UAS-luciferase reporter, agonist luminescence; normalized to butyrate control; activation, % at 6.8 µM; Nuclear hormone receptor DAF-12 (Heterodera glycines), GAL4 fusion;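 active = activation above a cutoff set at the mean of all screened compounds plus 3 SD, cut at about 10% in these data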;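 also: 0% = DMSO wells and 100% = sodium butyrate wells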
hcDAF-12 act: H. contortus DAF-12 nuclear receptor activators, primary screen, cell-based, luminescence, HEK293, lit1-tk-luc reporter; activation, % at 6.8 µM; hit rate 1.4% among 370,000; HEK293 hcDAF-12 lit1-tk-luc reporter; 0% DMSO, 100% Δ7-dafachronic acid; AID 652067, 2013;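 active = activation above the mean of all tested compounds plus 3 SD, cut at about 5.5% in these data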;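 also: 100% = response to 3 µM Δ7-dafachronic acid high control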
MBD2 DNA inh: inhibitors of MBD2 binding to methylated DNA, primary screen, biochemical, TR-FRET, DNA-binding domain, human | Methyl-CpG-binding domain protein 2 (Homo sapiens), Q9UBB5 | MBD2 binding to methylated oligonucleotide | inhibition, % at 4.4 µM | hit rate 0.31% among 370,000 | AID 686964, 2013; in the data active = inhibition above about 13%
Target sequence (Q9UBB5 whole entry, looked up, the tested form may be a part): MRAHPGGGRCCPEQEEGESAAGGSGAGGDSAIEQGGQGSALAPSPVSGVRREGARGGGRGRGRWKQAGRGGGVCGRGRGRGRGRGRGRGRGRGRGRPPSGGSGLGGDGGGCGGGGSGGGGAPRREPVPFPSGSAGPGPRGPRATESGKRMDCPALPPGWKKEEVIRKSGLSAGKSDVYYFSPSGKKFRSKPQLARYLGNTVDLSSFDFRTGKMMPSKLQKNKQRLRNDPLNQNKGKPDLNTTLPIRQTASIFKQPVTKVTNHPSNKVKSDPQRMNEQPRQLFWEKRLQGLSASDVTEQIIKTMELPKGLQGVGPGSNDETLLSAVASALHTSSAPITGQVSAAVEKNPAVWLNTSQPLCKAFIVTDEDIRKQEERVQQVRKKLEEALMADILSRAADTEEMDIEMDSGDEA
ssDAF-12 act: S. stercoralis DAF-12 nuclear receptor activators, primary screen, cell-based, luminescence, HEK293, GRIP1 co-expression, lit1-tk-luc; Nuclear hormone receptor DAF-12 (Strongyloides stercoralis); HEK293 ssDAF-12/GRIP1 lit1-tk-luc reporter; % of 3 µM dafachronic acid response; activation, % at 6.8 µM; hit rate 1% among 370,000;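 active = activation above the mean over all tested compounds plus 3 SD, cut at about 0.9% in these data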;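 also: 0% = DMSO-only wells and 100% = 3 µM delta7-dafachronic acid wells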
Starred values were filed as active, the others as inactive; i = inactive; · = no result given.

The opening 3 records, ahead of the listing:
SMILES	Rev-erbA mod	ADAM17 inh	DAX1 inh-1	PLCg1 inh	PLC-beta3 inh	SMARCA2 activ	DAX1 inh-2	hgDAF12 agonist	hcDAF-12 act	MBD2 DNA inh	ssDAF-12 act
COc1ccc(OC)c(/C=C/C(=O)N(C)CC(=O)Nc2ccc(N3CCOCC3)cc2)c1	-6	-117	-1.6	i	i	-2	-0.5	-1.9	0.3	-6	-1.4
O=C(c1ccco1)N1CCN(C(=O)c2ccc(CS(=O)c3ccc(F)cc3)o2)CC1 (stereo not drawn)	8	-4	-1.7	0	-7	0	-0.1	-1.1	-0.2	1	-0.7
CC(CNc1ccc([N+](=O)[O-])c2cccnc12)Nc1c([N+](=O)[O-])cc(C(F)(F)F)cc1[N+](=O)[O-] (stereo not drawn)	9	-1	-0.3	2	2	5	0.8	0.1	0.8	0	-1.1

The whole of this part, from the first entry:
SMILES	Rev-erbA mod	ADAM17 inh	DAX1 inh-1	PLCg1 inh	PLC-beta3 inh	SMARCA2 activ	DAX1 inh-2	hgDAF12 agonist	hcDAF-12 act	MBD2 DNA inh	ssDAF-12 act
COc1ccc(OC)c(/C=C/C(=O)N(C)CC(=O)Nc2ccc(N3CCOCC3)cc2)c1	-6	-117	-1.6	i	i	-2	-0.5	-1.9	0.3	-6	-1.4
O=C(c1ccco1)N1CCN(C(=O)c2ccc(CS(=O)c3ccc(F)cc3)o2)CC1 (stereo not drawn)	8	-4	-1.7	0	-7	0	-0.1	-1.1	-0.2	1	-0.7
CC(CNc1ccc([N+](=O)[O-])c2cccnc12)Nc1c([N+](=O)[O-])cc(C(F)(F)F)cc1[N+](=O)[O-] (stereo not drawn)	9	-1	-0.3	2	2	5	0.8	0.1	0.8	0	-1.1
CC(=O)c1ccc(NC(=O)CSc2nc3ccccc3c(=O)n2CCCN2CCOCC2)cc1	7	0	-0.5	-1	-3	-2	-0.9	0.2	-1.1	1	-1.2
COc1ccc(OC)c(S(=O)(=O)N2CCCc3ccccc32)c1	1	-2	-0.3	6	3	-1	-0.6	-4.3	-2.0	9	-1.5
Cn1c(/C(C#N)=C(\O)c2cc(Cl)sc2Cl)nc2ccccc21	-7	-1	3.0	1	-4	-1	0.9	2.4	3.2	0	-0.8
CCc1nc(C(N)=O)c2[nH]c(=O)n(-c3ccccc3F)c2n1	1	-99	-0.6	-18	-29	-1	0.2	0.3	-2.5	-4	-1.1
CCOCCn1ccc2c(OCC(=O)Nc3cc(OC)ccc3OC)cccc2c1=O	1	-1	-2.1	-2	2	-1	-0.1	-1.1	-0.9	-5	-1.1
C[C@H](NC(=O)c1ncn(Cc2ccccc2)c1C(=O)N[C@@H](C)c1ccccc1)c1ccccc1	-1	7	-0.3	0	7	-1	0.2	-1.6	-0.7	-3	-0.8
O=C(CSc1nnc(CNC(=O)c2ccco2)o1)Nc1ccccc1C(F)(F)F	-2	-1	0.1	2	-7	-1	0.3	1.7	-0.3	5	-0.8
O=C(Cc1n[nH]c(=O)c2ccccc12)NCc1ccc(Cl)cc1	-1	2	1.1	2	-4	-2	-0.2	1.9	-0.3	2	-1.0
Nc1nc(SCC(=O)Nc2ccc(Br)cc2Br)n[nH]1	0	-2	-0.8	-2	4	1	-0.8	1.8	-0.9	2	-0.5
N#Cc1nc(Cc2cccc3ccccc23)oc1N1CCC(C(N)=O)CC1	3	-1	0.1	1	4	2	0.1	-2.7	-1.8	0	-1.7
CC(Sc1nnc(-c2ccc(Cl)cc2)n1C)C(N)=O (stereo not drawn)	-1	0	0.0	0	5	4	0.7	2.7	-1.6	-1	-0.5
O=C(NCc1ccccc1C(F)(F)F)C1CC(c2ccc(C(F)(F)F)cc2)=NO1 (stereo not drawn)	-2	2	0.1	-7	-7	0	1.0	2.9	-0.8	-3	-1.1
N/C(=N\S(=O)(=O)c1ccccc1)c1ccc([N+](=O)[O-])cc1	-6	2	-1.0	1	3	-1	-0.8	-2.2	-0.9	-3	-1.1
CSc1nnc(-c2ccc(S(=O)(=O)N3CCCC3)cc2)n1C	-4	-4	1.4	1	3	-3	-1.2	-3.0	-2.9	-1	-1.3
COc1ccc(OCC(O)Cn2ccnc2C)cc1 (stereo not drawn)	1	-3	-0.2	1	2	0	0.3	1.8	-2.0	-3	0.4
O=C(Nc1ccccc1NS(=O)(=O)c1ccc(F)cc1)C1CCCC1	-9	-4	-0.4	-1	-7	-3	-0.1	-4.1	-0.4	3	-1.6
C/C(=C\c1ccccc1)CN1CCN(C(C)C)C(CCO)C1 (stereo not drawn)	3	-2	-0.5	5	-5	0	0.5	1.2	0.5	3	-1.4
CC(C)c1ccc(CNCCCSc2ncccn2)cc1	-1	1	0.1	3	-4	-5	-0.6	-0.2	-1.1	-3	-0.5
C/C(=N\NC(=O)c1n[nH]c2c1CCC2)c1ccco1	-6	-4	0.7	-1	-6	3	·	7.6	11*	3	0.0
CCOC(=O)c1sc2nc(CC(=O)OC)nc(N(C)CCc3ccccn3)c2c1C	5	-3	-0.6	-13	-14	5	·	-0.8	-1.3	0	-1.1
CCOc1cc(/C=N/NC(=O)c2cccc(S(=O)(=O)N3CCOCC3)c2)ccc1OCC(=O)N(C)C	-1	0	-0.7	-68	-72	-2	-0.7	2.4	-1.0	0	-1.0
COC(=O)C1CCN(c2cnccn2)CC1	-4	-4	0.7	-6	-20	-2	0.0	1.1	-2.2	3	-0.5
COC(=O)[C@]12CCCCC=C1N(CCc1ccc(OC)c(OC)c1)C(=O)[C@H](CC(=O)NCc1ccc(OC)c(OC)c1)C2	0	-3	-0.7	1	4	-3	·	-1.3	-0.2	-4	-1.4
CCOC(=O)c1ccc(NC(C)=O)c([N+](=O)[O-])c1	-5	-1	0.9	-1	-3	-4	2.1	-1.6	-0.5	-3	-0.8
CC(=O)Nc1ccc(NC(=O)C2CC(=O)N(C(C)C)C2)cc1 (stereo not drawn)	-2	2	-0.4	-2	-5	0	1.1	3.4	-0.7	0	-1.1
CC1=C(C)CC(C(=O)Nc2nc(C)cs2)C(C(=O)O)C1 (stereo not drawn)	-8	2	0.1	1	1	-2	1.9	2.5	3.2	-4	-0.9
Cc1ccc(OCCN2CCC2(C)C(=O)NCc2cccc3ccccc23)cc1 (stereo not drawn)	-1	7	-1.9	9	-1	-3	·	-1.7	-1.5	5	-0.9
COCCN(CCOC)C(=O)CCn1c(=O)oc2ccccc21	2	-3	-0.6	0	3	-3	-0.1	-2.2	-1.9	1	-0.5
COc1ccc(N2CC(C(=O)Nc3nnc(Cc4ccccc4)s3)CC2=O)cc1 (stereo not drawn)	5	-4	-0.3	-2	-4	-4	1.3	1.2	-1.6	-5	-0.4
Cc1ccc(C2C(C(=O)c3cccs3)=C(O)C(=O)N2c2nnc(C)s2)cc1 (stereo not drawn)	4	-1	0.9	-169	-239	0	0.7	-2.1	-1.1	-9	-1.5
CC(c1ccccn1)N(C)C(=O)c1ccc2nc(Cc3ccccc3F)oc2c1 (stereo not drawn)	-4	-1	4.8*	-1	-5	7	1.5	8.5	3.0	-8	-0.9
CCN1C(=O)[C@H]2[C@H]3CN=C(SCc4ccc(C(=O)OC)cc4)N3[C@@](Cc3ccccc3)(C(=O)OC)[C@H]2C1=O	-3	3	0.3	2	4	0	0.5	-0.6	-0.5	-2	-1.5
CN(C)c1ccc(C2N3CC4(C)CN2CC(C)(C3)C4O)cc1 (stereo not drawn)	0	-1	-1.5	4	2	8	0.5	0.3	-1.1	1	-0.5
COc1ccc(C(=O)Nc2nnc(-c3ccccc3)o2)cc1OC	-2	0	2.1	0	-1	0	0.8	1.2	-1.1	-3	-0.9
Cc1cccc(Cl)c1NC(=O)N1CCN(c2ccnc3cc(Cl)ccc23)CC1	1	0	-0.6	-1	-6	-2	1.7	0.1	-2.3	6	-1.3
C=CCn1c2ccccc2c2nnc(SCC(=O)OCN3C(=O)c4ccccc4C3=O)nc21	2	7	0.6	0	0	0	0.3	-1.8	-1.1	-2	-1.1
COc1ccccc1N1CCN(C2CCCN(C(=O)CC(F)(F)F)C2)CC1 (stereo not drawn)	4	-4	0.7	0	3	1	2.5	2.8	0.4	-2	-0.2
COC(=O)C(c1ccccc1)C1(O)CC(C)N(C)CC1C (stereo not drawn)	1	-3	0.0	2	-4	-2	0.7	-1.1	-3.1	4	-1.0
O=C(/C=C/c1cccc([N+](=O)[O-])c1)NCCSCc1ccc(Cl)cc1	5	4	0.1	-2	0	0	-0.5	0.4	-2.4	0	-1.4
CCOc1ccccc1N1CCN(S(=O)(=O)c2ccc3c4c(cccc24)C(=O)N3)CC1	-3	-2	-0.9	-32	-46	-1	-0.2	-3.9	1.0	7	-0.2
COc1ccc(C2NC(c3ccc(OC)c(OC)c3OC)C(C)C(=O)C2C)c(OC)c1OC (stereo not drawn)	-7	2	-0.1	2	2	-6	0.1	-0.9	-0.9	-4	-1.4
CCn1c(CSc2nc(C)cs2)nc2cc(S(=O)(=O)N(C)C)ccc21	-2	-2	-1.4	-12	-8	3	3.3	3.3	-1.1	0	-0.7
CCOCCCn1c(=S)[nH]c2cc(C(=O)N3CCN(C)CC3)ccc2c1=O	-3	-1	-0.6	6	4	-1	-0.1	0.6	-0.5	-4	-1.2
c1ccc(CNc2nc(NCc3ccccc3)c3sccc3n2)cc1	0	1	-1.7	5	4	-6	·	-6.9	-2.5	-1	-1.6
CCC(C)NC(=O)C1CCCN(S(=O)(=O)c2ccc3c(c2)CC(C)N3C(=O)C2CC2)C1 (stereo not drawn)	-8	0	-0.5	3	1	-2	0.4	-1.1	0.7	0	-0.7
C=CCn1cnc2c(c1=O)c1nc3ccccc3nc1n2-c1ccc(C)cc1	4	-8	-0.5	-64	-64	-3	·	1.3	-0.2	-3	-0.4
Cc1c(C)c2c(OCC(=O)N[C@@H](C)C(=O)O)cc3c(c2oc1=O)CCC(C)(C)O3	-3	i	0.2	i	i	-1	-0.1	1.5	-0.4	-3	-0.8
O=C(NC(NC(=S)Nc1ccccc1O)C(Cl)(Cl)Cl)c1ccco1 (stereo not drawn)	-2	2	0.1	-2	1	-3	-0.2	0.2	-0.6	1	-0.5
CCCN1CCN(CCCNC(=O)Cn2nc(C)n3c(cc4cc(OC)ccc43)c2=O)CC1	2	-28	-0.5	-12	-22	-2	0.0	3.2	2.2	1	-1.1
Cc1ccc(N2CCN(c3ccc(C)cc3)C2c2cccnc2)cc1	1	-3	0.2	0	2	-5	-1.3	-2.8	-0.7	-2	-1.2

High-throughput results (PubChem)
